TWEAK Fn14 block: TWEAK-Fn14 signaling inhibition; TWEAK-stimulated Fn14 reporter cells, luciferase luminescence, 8 h; inhibition, % at 10 µM; actives 2% (n = 360,000); AID 1159606; in the data active = inhibition above about 50%
COUP-TFII inh: inhibitors of human COUP-TFII (NR2F2); HEK293T NGFI-A luciferase reporter, luminescence; P24468; AID 686940; actives 0.7% (n = 370,000); inhibition, % at 8.6 µM;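 active = inhibition above a per-plate cutoff, mean inhibition of test wells between control levels plus 3 SD, cut at about 38% in these data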;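 note: cells cotransfected with COUP-TFII expression vector driving the NGFI-A reporter; 0% = median of COUP-TF2 test wells and 100% = reporter-only cells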
NCOA1 inh: inhibitors of human steroid receptor coactivator 1 (SRC1). Q15788. HEK293 GAL4-SRC1 luciferase reporter, luminescence. inhibition, % at 3.6 µM. actives 0.12% (n = 360,000). AID 588354;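 active = inhibition above the campaign mean plus 3 SD, with each screening campaign given its own cutoff, cut at about 60% in these data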;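 note: 0% = DMSO treated cells and 100% = gossypol at 36 µM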
TRAIL sens C8: caspase-8 TRAIL sensitization. NB7+C8 cells + TRAIL, ATPlite viability luminescence. inhibition (viability loss, TRAIL sensitization), % at 10 µM. actives 1% (n = 360,000). AID 624354;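 active = compounds causing at least 50% loss of cell viability in the single-dose screen, relative to plate controls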
EBV LMP1 NFkB: Epstein-Barr LMP1 NF-kappaB reporter inhibition | inhibition, % at 12.5 µM | AID 504558 | LMP1-induced NF-kappaB luciferase reporter cells, luminescence | actives 0.69% (n = 350,000); in the data active = inhibition above about 41%;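 note: 0% = neutral control wells and 100% = reference inhibitor control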
KKLEB tox: CF airway cell cytotoxicity counter-screen | KKLEB CF airway cells viability, ATPlite luminescence, overnight; stronger effect = lower value; cells stimulated with P. aeruginosa culture filtrate | activity change (cytotoxicity), % at 5 µM | actives 0.36% (n = 360,000) | AID 602141;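 active = corrected activity change at or below -50% at 5 µM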
LRH-1 inv ag: suppresses constitutive activity of human LRH-1. O00482. AID 602396. HEK293T StAR-luciferase reporter, LRH-1 transfected, 24 h. actives 0.13% (n = 360,000). inhibition, % at 3.6 µM;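 active = inhibition above the mean inhibition of all tested compounds plus 3 SD, cut at about 73% in these data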;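 note: 0% = DMSO wells and 100% = reporter-only cells lacking LRH-1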
CF NFkB inh: cystic fibrosis NF-kB activation inhibition | inhibition, % at 5 µM | actives 0.86% (n = 360,000) | KKLEB NF-kB-GFP reporter, PAF-induced, GFP fluorescence overnight;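 active = at least 50% inhibition at 5 µM, scaled per plate between neutral and stimulator controls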;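 note: PAF is a Pseudomonas aeruginosa culture filtrate used as stimulus; plate controls were PAF-stimulated DMSO wells for no effect and unstimulated DMSO wells for full effect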
TROY signal inh: blocks TROY-dependent signaling in reporter cells; Q293 LMP1-TROYcd NF-kB luciferase reporter, 4 h; inhibition, % at 10 µM; actives 0.98% (n = 360,000);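 active = compounds whose plate-normalised and pattern-corrected inhibition of the luciferase reporter signal at the single screening dose is 50% or more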
Shn3 inh set2: reduces Shn3 3'UTR luciferase signal in osteoblasts | AID 588674 | Clone20 osteoblast Shn3 3'UTR firefly luciferase, 24 h | actives 0.52% (n = 360,000) | inhibition, % at 12.5 µM;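 active = mean inhibition of at least 75% with every replicate also reaching 75%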;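 note: 0% = median of neutral control wells and 100% = pilot-screen positive control compound; some compounds past the cut are filed as inactive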
SRC3 inh: inhibits human SRC3 coactivator. AID 588352. inhibition, % at 3.6 µM. Q9Y6Q9. actives 0.17% (n = 360,000). HEK293 GAL4-SRC3 luciferase reporter, luminescence;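 active = inhibition above a per-campaign cutoff, the mean of all compounds plus 3 SD, cut at about 60% in these data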;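 note: 0% = DMSO-treated cells and 100% = gossypol-treated cells at 36 µM; higher means less SRC3-driven luciferase light from the GAL4 reporter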
Target sequence (Q9Y6Q9 whole entry, looked up, the tested form may be a part): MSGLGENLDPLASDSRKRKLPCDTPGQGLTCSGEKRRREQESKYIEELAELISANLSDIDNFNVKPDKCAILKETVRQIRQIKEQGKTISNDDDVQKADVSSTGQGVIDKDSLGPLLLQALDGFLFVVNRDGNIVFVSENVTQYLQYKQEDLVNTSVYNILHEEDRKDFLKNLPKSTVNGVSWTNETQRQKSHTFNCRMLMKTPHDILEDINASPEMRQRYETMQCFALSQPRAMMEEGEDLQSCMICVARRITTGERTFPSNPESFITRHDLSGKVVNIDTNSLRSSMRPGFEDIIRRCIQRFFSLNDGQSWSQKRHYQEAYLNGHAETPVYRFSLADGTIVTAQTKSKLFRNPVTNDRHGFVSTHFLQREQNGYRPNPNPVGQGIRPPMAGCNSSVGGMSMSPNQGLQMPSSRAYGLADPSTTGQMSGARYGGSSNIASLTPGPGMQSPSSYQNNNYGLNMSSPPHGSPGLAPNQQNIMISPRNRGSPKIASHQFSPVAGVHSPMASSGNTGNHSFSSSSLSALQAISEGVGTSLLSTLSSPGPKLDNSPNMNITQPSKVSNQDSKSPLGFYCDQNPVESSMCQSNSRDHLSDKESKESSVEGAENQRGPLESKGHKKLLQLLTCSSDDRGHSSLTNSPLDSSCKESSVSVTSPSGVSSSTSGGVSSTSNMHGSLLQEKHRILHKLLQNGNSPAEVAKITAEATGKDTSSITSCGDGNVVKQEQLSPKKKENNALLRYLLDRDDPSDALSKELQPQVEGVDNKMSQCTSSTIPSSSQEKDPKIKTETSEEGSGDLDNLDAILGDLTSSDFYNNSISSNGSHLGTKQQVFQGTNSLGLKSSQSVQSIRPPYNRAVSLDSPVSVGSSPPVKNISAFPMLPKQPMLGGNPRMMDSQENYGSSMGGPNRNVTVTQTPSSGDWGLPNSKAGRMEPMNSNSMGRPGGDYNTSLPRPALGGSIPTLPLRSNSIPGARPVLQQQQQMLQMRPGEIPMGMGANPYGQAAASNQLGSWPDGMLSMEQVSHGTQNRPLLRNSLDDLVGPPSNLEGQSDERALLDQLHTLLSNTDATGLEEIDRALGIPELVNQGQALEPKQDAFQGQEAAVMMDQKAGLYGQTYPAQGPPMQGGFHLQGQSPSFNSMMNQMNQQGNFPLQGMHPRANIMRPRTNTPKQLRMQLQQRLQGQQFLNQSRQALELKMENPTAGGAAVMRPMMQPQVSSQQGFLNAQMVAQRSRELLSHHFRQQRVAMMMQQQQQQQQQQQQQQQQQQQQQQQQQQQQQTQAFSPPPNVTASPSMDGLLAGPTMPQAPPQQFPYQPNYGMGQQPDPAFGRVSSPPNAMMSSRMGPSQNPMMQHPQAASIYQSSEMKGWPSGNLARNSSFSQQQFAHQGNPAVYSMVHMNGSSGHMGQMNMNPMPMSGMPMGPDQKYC
* hit, by the source's call; x = not tested or not shown; & = joins results of further samples.

SMILES | TWEAK Fn14 block | COUP-TFII inh | NCOA1 inh | TRAIL sens C8 | EBV LMP1 NFkB | KKLEB tox | LRH-1 inv ag | CF NFkB inh | TROY signal inh | Shn3 inh set2 | SRC3 inh
CCc1nc(NCc2ccccc2)c(C#N)c2c1CCCC2 | -26 | -16 | 4 | 1 | -8 | 7 | 11 | -11 | 19 | -8 | -34
c1ccc(-c2ccc(C3=Nn4c(nnc4-c4cccs4)SC3)cc2)cc1 | 1 | 11 | 13 | -4 | 5 | -1 | 5 | 17 | -3 | -13 | 0
CCC(=O)N1N=C(c2ccc(C)o2)CC1c1ccc(N(C)C)cc1 (stereo unspecified) | -11 | -7 | -12 | -5 | -6 | -1 | -34 | -12 | -22 | -9 | -17
Cc1nn(CC(C)C)c(Cl)c1C(=O)N(C)CC(=O)Nc1ccc(Cl)cc1 | -15 | -4 | -3 | 0 | 4 | 5 | -5 | -20 | 9 | 23 | 20
COC(=O)c1ccc(NC(=O)COC(=O)C2CC(=O)N(Cc3ccccc3)C2)cc1 (stereo unspecified) | 3 | 3 | 6 | -8 | 6 | 24 | 7 | 1 | -21 | -16 | -2
O=C(N/N=C/c1cc([N+](=O)[O-])ccc1N1CCNCC1)c1ccc([N+](=O)[O-])cc1 | -121 | -9 | -2 | 38 | 2 | -7 | -11 | -5 | 3 | 5 | 32
Cc1ccc(S(=O)(=O)N(C)CC(=O)Nc2cccc3c2CCCC3)cc1 | 2 | 4 | 2 | -8 | 0 | 3 | 3 | -7 | 22 | -3 | 5
CCS(=O)(=O)c1nc(S(=O)(=O)c2ccc(Cl)cc2)c(NCCN2CCOCC2)s1 | -4 | 5 | -49 | 10 | 8 | 9 | -4 | 5 | 0 | 7 | 6
COc1cc(/C=N/NC(=O)c2ccncc2)ccc1OC(C)=O | 8 | 5 | 12 | -13 | 0 | 5 | -2 | -2 | 0 | 0 | 5
CC1(C)OC(C(N)=O)C(C(N)=O)O1 (stereo unspecified) | -4 | 0 | -6 | -7 | -11 | 10 | 9 | -3 | -10 | -9 | 3
O=[N+]([O-])c1cccc(CON=Cc2ccccc2O)c1 | -30 | -10 | -47 | 14 | -3 | -3 | 20 | 7 | -52 | 15 | -37
COc1ccc(-n2cnnc2SCC(=O)N(C)c2ccccc2)cc1 | -11 | 8 | 0 | 5 | -7 | -2 | 10 | 4 | -9 | -1 | 16
O=C(O)c1c2c(nc3ccc(S(=O)(=O)N4CCC(C(=O)NC5CCCCCC5)CC4)cc13)CCCC2 | 12 | 14 | -19 | -4 | -5 | 10 | -4 | 1 | -10 | 8 | 1
O=C1c2ccccc2C(c2nnnn2Cc2ccccc2)N1Cc1cccc(F)c1 (stereo unspecified) | -11&3 | 4&-7 | x | -2&-5 | x | x | -1&29 | x | 1&-13 | x | x
COc1cc(/C=C2\SC(=S)N(CC(=O)NC(C)(C)C)C2=O)cc(OC)c1OC | -21 | -4 | -2 | 0 | 11 | 5 | -19 | -10 | 13 | 24 | 9
COc1cc2c(cc1OC)CN(C(=O)c1ccc([N+](=O)[O-])o1)CC2 | 3 | 7 | 11 | 5 | -3 | -4 | 60 | -22 | -7 | -17 | 17
c1ccc(Cn2nnc3c(NCCN4CCOCC4)ncnc32)cc1 | -8 | -1 | -29 | 2 | 0 | 2 | -6 | 6 | 4 | 2 | 5
COCn1ccnc1C(=O)c1ccco1 | -4 | 18 | 9 | 5 | -1 | 14 | -5 | -1 | 6 | -14 | 6
CCOC(=O)c1cc2sccc2n1CC(=O)c1ccc2c(c1)OCCO2 | 38 | 8 | 19 | 5 | -7 | -2 | 4 | -17 | -9 | 32 | 13
Cc1ccc(CNC(=O)CSCC(=O)O)cc1 | 8 | 12 | -27 | 11 | 3 | 1 | -9 | 3 | -5 | 5 | 19
Cc1nc2c(cc1N)nc(C)n2Cc1ccccc1 | -2 | -7 | 13 | 8 | 9 | -2 | 6 | 1 | 12 | -14 | -13
COc1ccc(C(=O)Nc2ccc(NC(=O)C3CC3)nc2)cc1 | 28 | -4 | -2 | -4 | -6 | -4 | 11 | -16 | 12 | -5 | -7
COc1ccc(CC(=O)N(Cc2ccccc2)c2cccc(C)c2)cc1OC | 9 | 2 | 8 | -14 | -6 | -6 | 16 | 1 | -5 | 14 | 14
CCN(CC(=O)Nc1ccccc1OC)C(=O)CCOc1ccc(C(C)(C)C)cc1 | -4 | -4 | -7 | -4 | -3 | -16 | -10 | 14 | 4 | -6 | -10
O=C(O)Cn1cnc2scc(-c3cccs3)c2c1=O | 8 | 7 | 8 | 2 | -1 | -3 | -13 | 1 | -1 | 9 | -2
Cc1ccccc1C(=O)N1CCC(C(=O)N2CCN(c3ncccn3)CC2)CC1 | -6 | 9 | -7 | 6 | 8 | 4 | -23 | 9 | -3 | 7 | 5
CCCNC(=O)C1(C)CCCN(C(=O)c2cc(C)n(C(C)(C)C)n2)C1 (stereo unspecified) | 8 | 14 | 2 | -12 | x | -9 | -8 | 5 | 1 | -18 | 8
COc1cc(OC)cc(C(=O)N[C@H](C(=O)OCC(=O)Nc2ccc3c(c2)OCO3)C(C)C)c1 | -28 | -2 | 21 | 6 | 7 | 19 | 48 | -45 | 4 | -7 | -1
O=S(=O)(N(Cc1ccccc1)[C@@H](CO)Cc1ccccc1)N(Cc1ccccc1)[C@@H](CO)Cc1ccccc1 | -22 | -6 | -1 | 5 | 3 | -23 | -10 | 16 | -7 | -3 | -7
Fc1ccc(-[n+]2nc(Nc3ccccc3)sc2-c2c3ccccc3cc3ccccc23)cc1 | 49 | 8 | 2 | 47 | 1 | -30 | -6 | 46 | 34 | 57 | -15
O=C(NCc1cccnc1)c1ccc([N+](=O)[O-])cc1 | 5 | -6 | -1 | 2 | -2 | 6 | -6 | 9 | -6 | -6 | 11
CCOc1ccc(-c2nnc(-c3ccccc3)o2)cc1 | 81* | -21 | -88 | 58* | -2 | -14 | -135 | -2 | 34 | 10 | -53
COc1ccccc1CNC(=O)[C@@H]1CCCN1S(=O)(=O)c1ccc(Cl)cc1 | 34 | 4 | -2 | -7 | -8 | 11 | -18 | -14 | 2 | -4 | -3
Cc1ccccc1NCC(=O)c1ccc(Br)cc1 | -9 | -4 | 11 | -6 | -7 | 3 | 18 | -4 | -1 | -32 | -5
CC(C)c1ccc(CC(NC(=O)c2ccccc2)C(=O)NCC(=O)O)cc1 (stereo unspecified) | -6 | -13 | 3 | 0 | -5 | 2 | 5 | 1 | -1 | 6 | 3
O=c1c2ccccc2nnn1CSc1ccccc1 | 6 | -56 | -108 | 2 | -47 | 0 | -88 | -2 | -33 | -54 | -66
COc1ccc(-c2csc3[nH]c(=S)n(-c4ccccc4)c(=O)c23)cc1OC | -8 | 11 | -10 | 2 | 6 | -18 | -12 | -13 | 22 | 5 | -8
COc1ccc(C(=O)O/N=C2\C(=O)N(C)c3ccccc32)cc1 | -38 | -36 | -5 | -3 | 7 | 0 | -4 | -5 | 11 | -7 | 0
COc1cc(NC(=O)SC2=NCCS2)cc(OC)c1 | -1 | 13 | 8 | -8 | 2 | 8 | -1 | -10 | -6 | -17 | 9
CC(C)C(=O)N1CCC1(C)C(=O)Nc1ccc2cn[nH]c2c1 (stereo unspecified) | 21 | -1 | 5 | 6 | x | -8 | 0 | 28 | 0 | -17 | -2
c1ccc(N2CCN(c3cccc(-c4cc5ccccc5s4)n3)CC2)nc1 | -11 | -10 | 9 | -6 | x | 1 | -6 | 9 | -1 | 19 | -15
C=CCN(C(=O)CN1CCOCC1)c1nc(C)c(-c2ccccc2)s1 | 2 | -13 | -11 | -2 | -33 | 0 | -16 | 16 | 14 | -15 | 6
COc1ccc(CCNC(=O)c2cnccn2)cc1 | -12 | -18 | -7 | 11 | -9 | -12 | -14 | 10 | -6 | -29 | -26
Cc1ccc(S(=O)(=O)N(C)C)cc1NC(=O)COC(=O)c1ccc2c(c1)OCCO2 | 16 | 1 | 5 | -3 | -6 | -8 | 2 | 3 | 4 | -2 | 11
Cc1sc2nnn(CC(=O)N3CCN(C(=O)c4ccco4)CC3)c(=O)c2c1C | -3 | 0 | -5 | -12 | -2 | 12 | -11 | -7 | 3 | -30 | 15
COC(=O)c1ccccc1NC(=O)Cn1cnc2ccc(S(=O)(=O)N3CCC(C)CC3)cc2c1=O | -59 | 8 | -5 | 13 | -8 | -10 | 10 | 18 | 6 | 4 | 14
COc1ccc(-c2cc3ccc(OCC(C)=O)cc3oc2=O)cc1 | 7 | -37 | -78 | 26 | -26 | -9 | -107 | 3 | -61 | -69 | -61
O=C(CCNC(=O)c1ccc(Br)cc1)NCc1ccccc1F | 2 | 4 | -4 | 0 | 0 | 6 | 7 | -5 | -24 | 13 | -20
Cc1noc(C)c1S(=O)(=O)N(C)C[C@H]1Oc2ccc(NC(=O)Cc3ccccc3)cc2C(=O)N([C@H](C)CO)C[C@@H]1C | -20 | -20 | 5 | 2 | 6 | -11 | 8 | -2 | 0 | 16 | -2
CCOC(=O)C1CCCN(C2CC(=O)N(c3ccc(NC(C)=O)cc3)C2=O)C1 (stereo unspecified) | -6 | -20 | -2 | -6 | -3 | 0 | 7 | -4 | 5 | -23 | 14
COc1ccccc1NC(=O)c1cc2cc(Br)ccc2cc1O | 67* | 34 | 4 | 33 | -1 | -33 | -14 | 49 | 38 | 29 | 1
COC(=O)CNc1n[nH]c(=S)[nH]c1=O | 0 | -4 | -3 | 14 | -5 | -12 | 2 | -2 | 9 | -13 | -1
CC(C)(C)OC(=O)NCCc1n[nH]c(=S)o1 | 6 | -21 | 6 | -4 | x | 8 | 0 | -4 | -28 | -10 | 2
Cc1ccc2c(c1)C(O)(c1c(C)[nH]c3ccccc13)C(=O)N2 (stereo unspecified) | 1 | 1 | 2 | 7 | -3 | -7 | 3 | 10 | 12 | -15&-5 | 7
N/C(=N\OC(=O)c1ccc(Cl)c(Cl)c1)c1ccccn1 | 80* | -43 | -127 | 66* | -18 | -15 | -126 | 1 | 39 | 5 | -88
CCn1cc(C(=O)NCC(C)C)c(=O)c2cc(F)c(N3CCN(C(=O)c4ccco4)CC3)cc21 | -14 | -6 | -1 | -16 | 8 | 3 | -19 | 5 | 12 | 21 | -7
CCCn1c(=O)c2[nH]cnc2n(-c2ccccc2C)c1=O | -3 | 21 | -30 | -3 | 3 | -17 | 11 | 3 | -3 | 16 | 19
CN(CC(=O)N1CCOCC1)S(=O)(=O)c1ccc2ccccc2c1 | 0 | -10 | 3 | -6 | -10 | 0 | 15 | -8 | -2 | 14 | 2
C=C(C1=CCN(S(=O)(=O)C(C)(C)C)[C@@H]1CCO)c1ccccc1 | 24 | 3 | -6 | 6 | 0 | 0 | 5 | -11 | -4 | 7 | -1
CCOC(=O)c1ccc(Oc2nc(NC)nc(Nc3ccccc3)n2)cc1 | 2 | -11 | -5 | -14 | 2 | -13 | -11 | 13 | -12 | -12 | -8

Only part of the results is shown; count on the stated rates, not on these rows.
